High-throughput results from PubChem.
HSF1 activator: HSF-1 activators, primary screen, NIH3T3-HGL cells, MG132 stress, luminescence, single point; AID 504408, 2011; actives 1.7% (n = 300,000); NIH3T3-HGL HSF-1 luciferase reporter, 8 h; 100% = twice DMSO control signal; activation, % at 9 µM;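 active = mean replicate activation of at least 50% with a set share of replicates each reaching 50%; inconclusive = only one of those two conditions met; inactive = mean below 50% and too few replicates reaching it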;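 note: 0% = median of the neutral control wells and 100% = twice that signal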
aSyn UTR inh: MLPCN primary screen, SNCA 5' untranslated region. alpha-synuclein 5'UTR reporter, inhibitor activity. inhibition, % (tested at 7.5 µM). actives 0.82% (n = 300,000). AID 1813, 2009; in the data active = inhibition above about 60%; inconclusive = no clear call, values can overlap the other calls;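 note: H4 neuroglioblastoma cells stably carrying SNCA 5'UTR luciferase fusion; 0% = DMSO wells and 100% = positive control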
IEC-6 tox: cytotoxicity in IEC-6 intestinal epithelial cells, primary screen, cytotoxicity control for KLF5 inhibitor project, cell-based, luminescence; IEC-6 cytotoxicity, luminescence viability; inhibition, % at 5 µM; actives 0.78% (n = 290,000); AID 1825, 2009; in the data active = inhibition above about 22%;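 note: 0% = plate median of test compound wells and 100% = cytotoxic reference compound wells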
HSP90 inh: HSP90 inhibitors, primary screen, cell lysate, luminescence; inhibition, % at 5.6 µM; actives 0.91% (n = 290,000); Heat shock protein HSP 90 (rabbit reticulocyte lysate; luciferase refolding); AID 1789, 2009; Rabbit reticulocyte lysate, luciferase refolding luminescence, 3 h;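 active = inhibition above the screen-wide mean plus 3 SD, computed separately per campaign, cut at about 16% in these data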;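 note: 0% = DMSO wells and 100% = 60 µM geldanamycin wells; inhibitors lower the luminescence because luciferase stays unfolded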
HSF1 inh: HSF1 inhibitors in luciferase reporter cells, primary screen, cell-based, NIH3T3, luminescence; NIH3T3-HGL HSE-luciferase, MG132-induced, luminescence 8 h; stronger effect = lower value; activity change, negative = inhibition, % at 7.5 µM (by protocol); actives 0.77% (n = 300,000); AID 2098, 2009;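 active = more than half of replicate wells show activity change below -50%, luminescence cut by over half; inconclusive = some wells, but at most half, below -50%; inactive = no replicate well below -50%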;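 note: luciferase reports HSF-1 transcriptional activity via heat shock element; 0% = median of DMSO wells and -100% = zero luminescence signal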
Platelet DG rel: inhibitors of platelet dense granule secretion, primary screen, cell-based, MLPCN, human platelets; human platelet-rich plasma, SFLLRN dense granule ATP release, luminescence; inhibition, %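 (compounds screened at 7.5 µM in platelet-rich plasma)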; actives 0.22% (n = 300,000); AID 1663, 2009;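 active = mean replicate score, as percent of positive control, at or above 50; inconclusive = mean below 50 but at least one replicate at or above 50; inactive = mean and every replicate below 50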
KLF5 inh: KLF5 expression inhibitors, primary screen, DLD-1 cells, luminescence; DLD-1 KLF5 promoter-luciferase reporter; inhibition, % at 5 µM; actives 0.23% (n = 290,000); AID 1700, 2009;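 active = inhibition above a per-plate limit of that plate's mean compound inhibition plus 3 SD, cut at about 60% in these data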;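 note: 0% = DMSO wells and 100% = LY294002 at 200 µM; higher means less KLF5 promoter-driven luciferase light; inactives centre near -14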
HIF act: HIF pathway transcriptional activators, primary screen, cell-based, U2OS HRE-luciferase, luminescence | activation, % at 7.5 µM (by protocol) | U2OS HRE-luciferase reporter; normalized: DMSO 0%, desferrioxamine 100% | actives 0.32% (n = 300,000);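 active = mean activation of at least 10% of the iron chelator positive control signal, with at least half of replicates also reaching 10%; inconclusive = mean and replicate majority disagree about reaching 10%; inactive = mean and most replicates under 10%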
AI-2 QS mod: Vibrio harveyi AI-2 quorum sensing modulators, primary screen, JMH597 strain, luminescence/OD600 ratio. AID 2094, 2009. Vibrio harveyi JMH597 AI-2 luminescence/OD600 ratio, 9 h; stronger effect = lower value; strain lacks LuxN and CqsS sensors; 0 = neutral-control median. actives 0.4% (n = 300,000). activity change, % at 7.5 µM; in the data active = activity change below about -75%, passing the limit was not always enough; inconclusive = no clear call, values can overlap the other calls;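 note: luminescence divided by OD600 gain over 9 h not by final OD600 alone; inactives centre near 13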
SKKanGAS inh: S. pyogenes SKKanGAS growth inhibitors in kanamycin, primary screen, streptokinase expression inhibitor project, SKKanGAS strain, BacTiter-Glo luminescence; inhibition, % at 7.5 µM; actives 1.3% (n = 300,000); AID 1662, 2009; 6 h;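 active = mean replicate score, as percent of positive control median, at least 50; inconclusive = mean below 50 but one replicate at or above 50; inactive = mean and every replicate below 50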;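 note: strain carries kanamycin resistance gene driven by streptokinase promoter and grows in 40 µg/ml kanamycin; loss of luminescence reflects streptokinase promoter inhibition or plain growth inhibition; 0% = median of DMSO wells and 100% = positive control at its reference dose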
* marks the source's active call; other numbers are inactive results; ? = inconclusive; · = not tested or not shown. No enrichment for hits; 6% or so of the library scored in one or more.

SMILES	HSF1 activator	aSyn UTR inh	IEC-6 tox	HSP90 inh	HSF1 inh	Platelet DG rel	KLF5 inh	HIF act	AI-2 QS mod	SKKanGAS inh
COc1cccc(/C=c2\s/c(=C\C(=O)C(C)(C)C)[nH]c2=O)c1	10	11	4	-5	0	10	1	0.3	15	15
CCOC(=O)[C@@H]1[C@H]2COc3cc(OC)ccc3[C@H]2N2C(=O)N(c3ccc(F)cc3)C(=O)[C@@]12C	6	3	7	-1	7	-4	-32	1.1	21	5
O=C(COC(=O)c1cc([N+](=O)[O-])ccc1N1CCOCC1)c1ccc(OC(F)F)cc1OC(F)F	14	4	·	·	4	-7	·	0.1	9	-1
COc1ccc(NC(=O)Nc2nnc(Cc3ccc(F)cc3)s2)cc1	6	-35	4	3	-5	-2	-11	2.7	-19	-5
CC(=O)c1cccc(NC(=O)C2CCN(S(=O)(=O)c3c(C)n[nH]c3C)CC2)c1	-10	6	-9	-3	-5	-3	-36	0.3	22	-6
CCCC(=O)Nc1ccc(Nc2ccccc2)cc1	2	-15	8	4	-5	2	-7	0.2	-58	-5
Cc1cc(C)nc(NC(=O)c2cc(-c3ccc4c(c3)OCO4)nc3ccccc23)c1	-18	-26	9	7	3	7	18	0.2	8	13
CN1CCc2c(c3ccccc3n2C)C1	-5	1	-6	-8	-4	-5	-63	-1.0	4	-8
Cc1ccc(-n2nc3c(=O)n(CCCC(=O)NCc4cccc(Cl)c4)nc(C)c3c2C)cc1	12	45	14	-3	6	2	-10	0.2	35	9
O=C(c1cccc(C(=O)N2CCN(c3ccc(F)cc3)CC2)c1)N1CCN(c2ccc(F)cc2)CC1	26	-11	6	-3	6	-2	-15	-0.5	48	4
O=C(O)CSc1nnc(-c2cccc(S(=O)(=O)N3CCCCC3)c2)o1	1	21	-4	1	0	14	-9	-0.2	7	-4
Cc1ccc(CNS(=O)(=O)c2ccc(CN3C(=O)c4cccnc4C3=O)cc2)o1	2	5	2	-1	1	-9	1	-0.6	21	3
OC(COc1c(Br)cc(Br)cc1Br)CN1CCOCC1 (stereo not given)	-4	20	2	6	-1	2	2	0.1	13	5
O=Cc1c(NCc2ccccc2F)c2ccccc2[nH]c1=O	6	1	2	-5	-6	11	-4	0.0	12	-5
FC(F)(F)c1cccc(NC(=S)NCc2ccc(Cl)cc2)c1	7	4	10	5	11	-5	11	-0.1	-2	73*
Cc1[nH]c(C)c(S(=O)(=O)N2c3ccccc3CC2C)c1C(=O)N1CCCCC1 (stereo not given)	15	1	-5	-4	-4	2	-24	-0.2	8	3
COc1cccc(N2CCN(C(=O)Nc3ccccc3Cl)CC2)c1	18	-1	-4	-2	0	3	-9	0.1	34	0
CN(C)c1nc(N(C)C)nc(N(C#N)CN2C(=O)c3ccccc3S2(=O)=O)n1	16	-10	-6	-1	22	7	13	-0.1	16	-2
Cc1cc2cc(CNC(=O)C3CCCC3)ccc2n1C	0	-52	·	·	-8	-9	·	0.5	24	5
O=C(Nc1cc2c3c(c1)CC(=O)N3CCC2)C1CCCCC1	6	6	·	·	1	11	·	0.9	-1	-1
COc1cccc(-c2cc(C(=O)N3CCN(C(c4ccccc4)c4ccccc4)CC3)no2)c1	15	18	1	2	2	1	2	-0.4	31	-16
Cc1ccccc1-c1nnc(SCc2ccc(F)cc2)o1	22	-126	-6	0	15	-1	-116	1.1	-92*	-12
C/C(Nc1ccccc1C(F)(F)F)=C1/CCOC1=O	11	-11	0	1	-4	11	-9	0.1	13	0
CN(C)CCC#CC1(O)c2ccccc2-c2ccccc21	6	-5	3	4	-4	0	-16	-1.0	-2	0
COC(=O)c1ccc(NC(=S)Nc2ccc(O)cc2)cc1	-20	-5	0	3	-21	11	-27	1.8	19	-1

5 compounds already listed, ordered by the number in Platelet DG rel, rising:
| canonical_smiles | Platelet DG rel |
| --- | --- |
| Cc1ccc(CNS(=O)(=O)c2ccc(CN3C(=O)c4cccnc4C3=O)cc2)o1 | -9 |
| CN(C)CCC#CC1(O)c2ccccc2-c2ccccc21 | 0 |
| Cc1ccc(-n2nc3c(=O)n(CCCC(=O)NCc4cccc(Cl)c4)nc(C)c3c2C)cc1 | 2 |
| COc1cccc(N2CCN(C(=O)Nc3ccccc3Cl)CC2)c1 | 3 |
| Cc1cc(C)nc(NC(=O)c2cc(-c3ccc4c(c3)OCO4)nc3ccccc23)c1 | 7 |

Returning to the listing, starting 2 compounds before the break.
SMILES	HSF1 activator	aSyn UTR inh	IEC-6 tox	HSP90 inh	HSF1 inh	Platelet DG rel	KLF5 inh	HIF act	AI-2 QS mod	SKKanGAS inh
CN(C)CCC#CC1(O)c2ccccc2-c2ccccc21	6	-5	3	4	-4	0	-16	-1.0	-2	0
COC(=O)c1ccc(NC(=S)Nc2ccc(O)cc2)cc1	-20	-5	0	3	-21	11	-27	1.8	19	-1
COc1cc(N)c(Cl)cc1C(=O)OC(C)C(=O)Nc1cccc(S(=O)(=O)N2CCOCC2)c1 (stereo not given)	-16	8	·	·	-12	5	·	-0.6	19	-7
CCOC(=O)c1ccc(N2CN(CC)CNC2=S)cc1	1	64*	2	-7	-6	-13	5	0.0	-2	-7
C[N+](C)(C)CC/C=C1/c2ccccc2CSc2ccccc21	-13	4	-2	4	-2	-5	7	-0.8	5	0
CCCC12CN3CCN(CC(C3)/C1=N\NC(=O)c1ccc(C(C)(C)C)cc1)C2	42	16	-3	-3	6	1	-11	0.1	17	17
Cc1ccc(NC(=S)NNC(=O)c2nn(C)c(C)c2Cl)cc1	6	-276	-1	-7	9	3	-78	1.6	4	4
Cc1cc2ccccc2n2c(SCC(=O)NCc3cccs3)nnc12	8	32	3	0	2	1	-28	0.0	3	0
CCOc1ccccc1OCc1nn2c(-c3ccc(C)cc3)nnc2s1	0	-7	-2	0	-5	6	-4	·	14	-7
O=C(CSc1nnc(-c2cccnc2)n1Cc1ccco1)Nc1cccc(O)c1	44	-6	2	1	8	3	-39	-0.6	14	-1
COCCCNc1nc2nonc2nc1N1C[C@H]2CC[C@H]1C2	2	-8	-6	-3	-3	0	7	-0.1	15	-7
CCn1nc(C)c(/C=N/NC(=O)c2ccc3c(c2)c(C)c(C)n3Cc2ccccc2)c1C	-17	5	-1	4	-5	5	-35	-0.2	-7	22
CC(C)CCNC(=O)C(=O)NCC1OCCCN1S(=O)(=O)c1cccs1 (stereo not given)	9	1	1	-2	-4	-2	-15	0.0	8	5
Cc1nonc1OCCNCc1c(C(=O)N2CCCCCCC2)nc2ccc(Cl)cn12	5	7	7	-3	-9	-4	-11	-0.3	41	-7
CCCn1c(SCC(=O)N2CCCc3ccccc32)nnc1-c1ccccn1	7	-6	1	2	3	1	6	-1.6	23	-1
CSc1nc(C)c2c(n1)N(c1ccc(C(C)C)cc1)CC2	18	-27	-3	-2	-1	-1	-3	0.2	7	16
CC(C)c1onc(C(=O)NCc2ccc(F)cc2)c1[N+](=O)[O-]	1	7	-1	2	-6	-1	-5	-0.3	-3	1
CCN(CC)c1ccc(NC(=O)c2ccc(=O)[nH]c2)cc1S(=O)(=O)Nc1ccc(OC)cc1	-5	0	·	·	2	10	·	0.4	19	16
CCOC(=O)c1ccc(NC(=O)CSc2nnc(-c3cccs3)n2CC)cc1	12	30	3	1	-1	-3	12	-0.2	2	5
CC1CCN(CC(O)Cn2c3ccccc3c3ccccc32)CC1 (stereo not given)	25	22	-6	-1	-1	-4	-32	1.5	32	-3
CCc1ccc(NC(=O)CCn2c(=O)oc3ccccc32)cc1	3	-5	-8	-5	17	-3	-25	0.1	19	-2
Cc1noc(C)c1S(=O)(=O)N(CC(=O)NCc1ccc(F)cc1)c1ccc(C(C)C)cc1	35	1	-1	0	22	-7	-2	0.0	5	0
CCCn1nnc(NC(=O)COc2ccccc2Cl)n1	3	27	-3	1	3	-2	-47	·	24	4
CCOCc1cnc(C)nc1NCC(=O)c1c(C)[nH]c2cc(C)ccc12	-8	18	-2	-1	-5	2	-12	-0.2	10	-7
Cc1ccc(SC(c2ccccc2)C(Cn2cncn2)C(=O)c2ccccc2)cc1 (stereo not given)	-8	-20	5	5	-1	-4	-8	-0.4	-1	5
CCOC(=O)C1=C(C)N=c2s/c(=C/c3ccc(OCC(=O)O)cc3)c(=O)n2C1c1cc(OC)c(OC)c(OC)c1 (stereo not given)	-4	-1	-3	-4	-3	5	-28	-0.8	12	18
Cc1ccc(S(=O)(=O)NCC(=O)N(CC(=O)NCC2CCCO2)CC2CCCO2)cc1 (stereo not given)	10	-15	-4	1	7	5	-34	-1.0	15	-11

Taken from above:
Cc1cc2ccccc2n2c(SCC(=O)NCc3cccs3)nnc12 in HIF act is entered as 0.0
Cc1ccc(SC(c2ccccc2)C(Cn2cncn2)C(=O)c2ccccc2)cc1 (stereo not given) in SKKanGAS inh is entered as 5
CC(C)CCNC(=O)C(=O)NCC1OCCCN1S(=O)(=O)c1cccs1 (stereo not given) in SKKanGAS inh is entered as 5

Next section.
SMILES	HSF1 activator	aSyn UTR inh	IEC-6 tox	HSP90 inh	HSF1 inh	Platelet DG rel	KLF5 inh	HIF act	AI-2 QS mod	SKKanGAS inh
O=C(CNC(=O)c1cccs1)N/N=C/c1cccc(Cl)c1	17	-20	-7	-3	1	-39	-15	0.4	12	-1
O=C(CCc1c[nH]c2ccccc12)NC(Cc1ccccc1)C(=O)O (stereo not given)	0	-8	-3	1	-8	0	-20	-0.9	-12	6
Cc1ccc(CSCC(Nc2ccc(C(=O)O)cc2[N+](=O)[O-])C(=O)O)cc1 (stereo not given)	-15	-12	0	25*	-15	9	-7	0.5	24	4
Cc1cc(C)c2nc(N3CCN(C(=O)c4ccco4)CC3)sc2c1	16	-115	·	·	15	3	·	?	8	-1
NCCN1CCN(CCN)CC1	-1	15	3	2	-7	1	-21	0.0	6	0
COc1ccc(NC(=O)c2ccco2)c(NC(=O)c2ccc([N+](=O)[O-])cc2)c1	-2	7	3	2	1	0	-5	0.0	23	-6
